CHRM4 agonist: human M4 muscarinic receptor agonists, primary screen, CHO-K1 cells, Fluo-8 calcium fluorescence; AID 624127, 2012; 360,000 compounds, 0.14% hits; CHO-K1 hM4/Gqi5; vehicle 0%, full acetylcholine response 100%; activation, % at 3 µM; Muscarinic acetylcholine receptor M4 (Homo sapiens), P08173;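 active means activation above the run mean over all test wells plus 3 SD, cut at about 32% in these data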;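 further: peak over basal fluorescence ratio per well then scaled between controls; 0% = DMSO wells and 100% = acetylcholine at EC100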
Target sequence (P08173 whole entry, looked up): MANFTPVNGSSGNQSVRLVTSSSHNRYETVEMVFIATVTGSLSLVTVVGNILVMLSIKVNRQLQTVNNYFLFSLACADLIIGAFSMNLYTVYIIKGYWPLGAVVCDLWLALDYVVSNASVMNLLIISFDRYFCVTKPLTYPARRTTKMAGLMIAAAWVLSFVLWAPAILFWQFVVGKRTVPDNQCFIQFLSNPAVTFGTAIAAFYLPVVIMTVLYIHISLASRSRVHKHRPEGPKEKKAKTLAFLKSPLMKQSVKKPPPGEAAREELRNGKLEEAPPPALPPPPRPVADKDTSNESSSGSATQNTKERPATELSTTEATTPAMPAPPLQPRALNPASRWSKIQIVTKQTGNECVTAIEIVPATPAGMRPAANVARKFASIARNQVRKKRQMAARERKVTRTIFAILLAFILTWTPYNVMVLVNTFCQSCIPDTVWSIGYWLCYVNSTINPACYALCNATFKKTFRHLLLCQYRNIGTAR
M5 ag: human M5 muscarinic receptor agonists, primary screen, CHO-K1 cells, Fluo-8 calcium fluorescence; activation, % at 3 µM; Muscarinic acetylcholine receptor M5 (Homo sapiens), P08912; CHO-K1 hM5 cells; 0% DMSO wells, 100% maximal acetylcholine response; 360,000 compounds, 0.19% hits;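 active means activation above the run's mean over test compounds plus 3 SD, cut at about 23% in these data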;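 further: signal is peak over basal fluorescence ratio across the kinetic read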
Target sequence (P08912 whole entry, looked up): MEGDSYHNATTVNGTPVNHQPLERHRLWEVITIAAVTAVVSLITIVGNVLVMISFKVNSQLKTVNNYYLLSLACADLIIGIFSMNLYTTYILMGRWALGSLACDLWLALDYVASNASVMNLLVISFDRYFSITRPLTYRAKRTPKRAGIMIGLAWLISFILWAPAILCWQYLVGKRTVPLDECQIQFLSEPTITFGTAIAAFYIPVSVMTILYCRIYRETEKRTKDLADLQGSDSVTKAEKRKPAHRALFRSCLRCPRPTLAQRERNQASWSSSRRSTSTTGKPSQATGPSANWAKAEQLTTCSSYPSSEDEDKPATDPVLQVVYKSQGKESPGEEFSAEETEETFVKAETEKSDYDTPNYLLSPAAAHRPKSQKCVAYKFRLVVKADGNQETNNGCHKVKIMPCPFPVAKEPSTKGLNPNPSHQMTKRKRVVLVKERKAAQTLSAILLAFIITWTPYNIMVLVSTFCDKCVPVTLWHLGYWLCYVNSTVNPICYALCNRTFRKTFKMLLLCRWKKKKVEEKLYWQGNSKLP
M5 antag: human M5 muscarinic receptor antagonists, primary screen, CHO cells, Fluo-8 calcium fluorescence | inhibition, % at 3 µM | 360,000 compounds, 0.59% hits | CHO-hM5 cells, ACh EC80;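 active means inhibition above a per-plate cutoff, the mean of that plate's test compounds plus 3 SD, cut at about 27% in these data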;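 further: 0% = acetylcholine EC80 with DMSO and 100% = DMSO without agonist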
IDE cell inh: human IDE inhibitors in live cells, primary screen, fluorescence polarization, HEK cells, FAbetaB substrate; 320,000 compounds, 0.41% hits; Insulin-degrading enzyme (Homo sapiens), P14735; inhibition, % at 5.59 µM; FAbetaB cleavage; AID 434962, 2010;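 active means percent inhibition above the average of all tested compounds plus 3 SD, set per screening campaign, cut at about 16% in these data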;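 further: IDE supplied by intact live HEK cells; FP after avidin binding of uncleaved biotin substrate so inhibition keeps polarization high; 0% = DMSO wells and 100% = 60 µM reference IDE inhibitor Ii1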
CHRM5 PAM: human M5 muscarinic receptor positive allosteric modulators, primary screen, CHO-K1 cells, Fluo-8 calcium fluorescence; Muscarinic acetylcholine receptor M5 (Homo sapiens), P08912; CHO-K1 hM5, ACh EC20 PAM; 0% = ACh EC20, 100% = ACh EC100; activation, % at 3 µM; 360,000 compounds, 0.3% hits;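 active means activation above the run cutoff, the mean activation of all test compounds plus 3 SD, cut at about 18% in these data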
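Assay system: CHO-K1 hM5 cells. Also added: acetylcholine at EC20 concentration, added after compound. Dosing: 3 µM, single dose. Times: compound preincubation 140 s before EC20 acetylcholine addition. Signal: Fluo-8 calcium fluorescence. Measure: % activation relative to EC20 and EC100 ACh responses. Repeats: singlicate, one well per test compound.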
CRFBP-R2 block: antagonists of CRF-BP/CRF-R2 complex, primary screen, cell-based, HEK293, calcium dye fluorescence, uHTS; CRF-induced calcium fluorescence; inhibition, % at 11.8 µM; 350,000 compounds, 0.59% hits;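 active means inhibition of the ligand-induced calcium signal above about 50% at the single tested concentration, limit read from the data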
M4 PAM: human M4 muscarinic receptor positive allosteric modulators, primary screen, CHO-K1 cells, Fluo-8 calcium fluorescence; Muscarinic acetylcholine receptor M4 (Homo sapiens), P08173; CHO-K1 hM4/Gqi5, ACh EC20; 0% = ACh EC20, 100% = maximal ACh; activation, % at 3 µM; 360,000 compounds, 0.4% hits; AID 624126, 2012;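 active means activation above its plate's cutoff, the mean activation of sample wells plus 3 SD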; further: some results filed as inactive read as strong as hits
M4 antag: human M4 muscarinic receptor antagonists, primary screen, CHO cells, Fluo-8 calcium fluorescence | CHO-hM4 cells, ACh EC80 | inhibition, % at 3 µM | 360,000 compounds, 0.73% hits | AID 624125, 2012;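 active means inhibition above its plate's cutoff, the mean inhibition of sample wells plus 3 SD, cut at about 27% in these data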;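 further: 0% = acetylcholine EC80 with DMSO and 100% = DMSO without agonist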
CRFR2-BP ag: agonists of CRF-BP/CRF-R2 complex, primary screen, cell-based, HEK293, calcium dye fluorescence, uHTS; CRF-binding protein / CRF receptor 2 complex (human); 350,000 compounds, 0.46% hits; activation, % at 13.2 µM; calcium dye fluorescence (FLIPR); percent of saturating CRF peptide response;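 active means activation of at least 50%, plus an integration ratio under a set limit after plate pattern correction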;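 further: plate controls were neutral control wells without compound for no effect and CRF at EC100 for full effect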
Numbers without * were called inactive; x = no result given.

SMILES | CHRM4 agonist | M5 ag | M5 antag | IDE cell inh | CHRM5 PAM | CRFBP-R2 block | M4 PAM | M4 antag | CRFR2-BP ag
Nc1nc(CSCCO)nc(Nc2ccccc2)n1 | 0.4 | -0.7 | 1.8 | 8.2 | -4.5 | 7.1 | 2.7 | 2.5 | -0.1
CCc1ccc(-c2nn(-c3cc(Cl)ccc3[N+](=O)[O-])c(=O)c3ccccc23)cc1 | 1.0 | 1.2 | -5.0 | x | 4.2 | 12.8 | 17.5 | 4.1 | 0.6
CN(C)C(=O)c1nnc(Cc2ccc(Cl)cc2)o1 | 1.3 | -0.4 | 1.3 | -0.6 | -0.9 | 10.7 | 4.9 | -5.6 | -1.2
O=C(Nc1ccc(-c2nnn(CC(=O)N3CCN(C(=O)c4ccco4)CC3)n2)cc1)c1ccc(F)cc1 | 1.4 | -1.8 | 8.9 | -1.4 | 0.9 | -9.9 | -3.3 | 10.9 | 3.9
Cc1cc(Oc2ccccc2)nc(N)n1 | -0.2 | 0.3 | -1.7 | -2.9 | -1.7 | 14.7 | 3.4 | 2.0 | -1.0
Cc1cccc(N2C(=O)CC(N3CCN(Cc4ccc5c(c4)OCO5)CC3)C2=O)c1 (stereo not given) | 1.1 | -2.8 | 16.0 | 0.6 | 18.2* | 4.8 | 5.8 | -1.3 | -0.7
c1ccc(CNc2nc(-c3cccnc3)nc3ccccc23)cc1 | 6.0 | -3.7 | 12.3 | x | -4.7 | -19.3 | -4.1 | -3.0 | 0.0
CN1CCN(c2ccc(NC(=O)c3cc([N+](=O)[O-])ccc3N3CCOCC3)cc2)CC1 | 1.2 | -5.5 | -8.0 | -0.1 | 5.3 | -9.3 | -3.9 | -1.4 | 1.6
COC(=O)C1(C)NC(=O)c2ccccc2N1 (stereo not given) | 1.1 | 2.8 | -0.6 | 5.0 | -4.2 | -11.9 | 6.2 | -15.2 | -0.3
COC1OC2COC(c3ccccc3)OC2C(NC(C)=O)C1OC(C)=O (stereo not given) | -0.1 | -0.3 | -9.0 | x | 2.6 | 9.2 | 2.4 | -0.8 | -2.4
O=C(CCc1ccccc1)Nc1ccnn1C1CCN(Cc2ncc[nH]2)CC1 | 0.9 | -0.1 | -2.3 | 0.1 | -3.5 | 8.3 | -0.2 | -20.0 | -0.5
C=CCn1c(SCC(=O)Nc2ccc(N3CCOCC3)cc2)nc2ccccc2c1=O | 1.4 | -2.0 | 1.7 | 2.8 | 1.6 | 7.9 | 3.5 | 3.4 | 0.4
Oc1ccccc1CN1CCCN(Cc2ccccc2O)C1 | 0.6 | -4.7 | -1.0 | 5.4 | 1.8 | -5.1 | 1.4 | 19.8 | -0.3
CC(=O)Nc1sc(/C(C#N)=C\c2cccc(Cl)c2)nc1-c1ccc(C)cc1 | 5.3 | 1.7 | 7.0 | 8.5 | -4.2 | -405.2 | -4.5 | 13.4 | 318.6*
O=C(COC(=O)CN1C(=O)C2CCCCC2C1=O)Nc1cc(S(=O)(=O)N2CCOCC2)ccc1Cl (stereo not given) | 6.8 | 3.0 | 3.9 | 5.8 | -5.5 | -13.4 | -13.0 | 5.1 | 9.9
C/C(=N\NC(=O)c1cccc(S(=O)(=O)N2CCCC2)c1)c1cccs1 | 0.8 | -0.6 | 7.6 | -1.9 | -1.0 | 12.5 | -6.7 | 6.4 | -4.5
CCn1cc(C(=O)NC2CC(C)(C)Cc3c2cnn3-c2cccc(F)c2)cn1 (stereo not given) | 0.7 | -1.4 | 0.8 | -2.9 | -5.1 | -0.1 | -2.0 | 3.0 | -0.7
Cc1ccc(CC(=O)NNC(=O)c2ccncc2)cc1C | 1.9 | 1.7 | -2.3 | 1.9 | 9.7 | -11.2 | 11.2 | 0.6 | 0.5
CCN(CC(=O)Nc1cc(Cl)ccc1C)C(=O)CCc1nc2ccccc2c(=O)[nH]1 | 0.2 | 0.9 | -1.3 | 0.1 | 7.6 | 1.4 | 3.2 | -2.1 | -0.6
C=CCN1CCc2c(cc(O)c(O)c2Br)[C@@H](c2ccccc2)C1 | -0.6 | -1.7 | 5.6 | 3.8 | -9.2 | -3.4 | -7.7 | -5.9 | -0.7
CCOCCCn1c(=S)[nH]c2cc(C(=O)NCCOC)ccc2c1=O | 0.1 | 1.9 | -8.8 | -4.8 | 1.3 | 6.4 | -3.4 | 3.8 | -0.1
O=C(CCN1CCN(Cc2ccccc2)CC1)Nc1cccc(Cl)c1 | 3.4 | -4.7 | -5.3 | 3.3 | 3.9 | -35.4 | -11.9 | 1.2 | 3.4
O=C(O)CNC(=S)N(Cc1cccs1)C1CCCCC1 | 2.2 | -0.8 | -7.8 | 2.0 | 8.2 | 21.1 | 10.8 | -3.9 | -0.9
O=C(O)c1cccc(NC(=O)C2C3C=CC(C3)C2C(=O)O)c1 (stereo not given) | 0.4 | -0.3 | 2.4 | 0.1 | 0.3 | -5.2 | 14.1 | 4.5 | 0.8
O=C(Nc1cc(Cl)cc(Cl)c1)C1C2C=CC3(O2)C1C(=O)N(CCCN1CCOCC1)C3C(=O)NC1CCCCC1 (stereo not given) | -1.2 | -2.2 | 10.4 | 1.3 | 5.3 | -8.8 | -1.2 | -13.2 | -1.2
Cc1cs/c(=N/C(=S)Nc2ccccc2)n1C | 0.6 | -3.5 | 5.0 | 4.8 | -3.6 | 9.4 | -1.5 | -1.1 | 1.3
Cn1cnnc1SCc1ccc(C(=O)N/N=C/c2cccs2)cc1 | 1.4 | -0.2 | 1.6 | -1.1 | 13.1 | -3.8 | 1.7 | -1.7 | -0.6
Cc1ccc(CNC(=O)CCCc2cn(C)c3ccccc23)cc1 | 1.3 | -2.2 | 7.1 | -11.1 | -2.1 | 8.6 | 1.2 | -7.8 | -0.4
COc1cc2c(C(=O)N3CCN(c4ccccc4F)CC3)cn(C)c(=O)c2cc1OC | -0.2 | -2.7 | 4.6 | 12.1 | -2.7 | -14.3 | -5.9 | 4.9 | 0.1
Cn1cccc1C(=O)OCc1ccc(F)cc1 | 0.0 | -3.9 | 4.7 | 1.2 | 3.2 | 9.1 | 7.5 | -11.2 | -1.1
CC(C)c1nc(SCC(=O)Nc2c[nH]c(=O)[nH]c2=O)c2cnn(-c3ccccc3)c2n1 | 1.3 | -2.3 | 1.1 | 6.9 | -0.4 | -3.6 | 9.9 | 0.3 | -2.0
COc1ccc2c(COC(=O)c3ccc(C)c(S(=O)(=O)N4CCOCC4)c3)cc(=O)oc2c1 | 4.8 | 4.6 | 3.9 | x | -4.2 | 2.1 | 4.0 | -15.6 | 1.6
NS(=O)(=O)c1ccc2nc(NC(=O)Nc3ccc(F)cc3)sc2c1 | 1.6 | -0.3 | 3.9 | 0.4 | 3.9 | -13.7 | 2.6 | 1.2 | 2.2
COc1cccc(-n2c(SCC(=O)NC3CC3)nc3ccccc3c2=O)c1 | 1.4 | 1.5 | 9.3 | x | -2.1 | -11.1 | 4.7 | -12.1 | -0.4
CC(C(=O)N1c2ccccc2CC1C)N1CCN(S(=O)(=O)c2ccccc2F)CC1 (stereo not given) | 2.1 | 1.8 | 3.1 | -0.8 | -2.7 | -7.2 | 3.6 | 1.8 | -1.2
COc1ccc(CC(NC(C)=O)C(=O)NC2CCN(C(=O)NCc3ccccc3)CC2)cc1 (stereo not given) | -0.2 | 0.1 | -6.4 | 1.4 | -1.6 | 12.8 | 7.0 | 7.7 | 1.1

By substructure, those above with an NH in an aromatic ring
SMILES | CHRM4 agonist | M5 ag | M5 antag | IDE cell inh | CHRM5 PAM | CRFBP-R2 block | M4 PAM | M4 antag | CRFR2-BP ag
O=C(CCc1ccccc1)Nc1ccnn1C1CCN(Cc2ncc[nH]2)CC1 | 0.9 | -0.1 | -2.3 | 0.1 | -3.5 | 8.3 | -0.2 | -20.0 | -0.5
CCN(CC(=O)Nc1cc(Cl)ccc1C)C(=O)CCc1nc2ccccc2c(=O)[nH]1 | 0.2 | 0.9 | -1.3 | 0.1 | 7.6 | 1.4 | 3.2 | -2.1 | -0.6
CCOCCCn1c(=S)[nH]c2cc(C(=O)NCCOC)ccc2c1=O | 0.1 | 1.9 | -8.8 | -4.8 | 1.3 | 6.4 | -3.4 | 3.8 | -0.1
CC(C)c1nc(SCC(=O)Nc2c[nH]c(=O)[nH]c2=O)c2cnn(-c3ccccc3)c2n1 | 1.3 | -2.3 | 1.1 | 6.9 | -0.4 | -3.6 | 9.9 | 0.3 | -2.0

Carrying on.
SMILES | CHRM4 agonist | M5 ag | M5 antag | IDE cell inh | CHRM5 PAM | CRFBP-R2 block | M4 PAM | M4 antag | CRFR2-BP ag
O=C(NCc1ccccc1)c1ccc2c(=O)n3c(nc2c1)CCCCC3 | 2.6 | 0.5 | -8.5 | 2.1 | 3.0 | -6.2 | -4.2 | 1.2 | 0.0
CCN(CC)CCN1C(=O)c2ccccc2NC1c1ccc(Br)cc1 (stereo not given) | 6.0 | -7.4 | -4.3 | -5.3 | -8.3 | -14.3 | -6.3 | -4.6 | 9.1
Cc1cc(C)c(N2C(=O)CC(Sc3ccccc3N)C2=O)c(C)c1 (stereo not given) | 7.1 | -2.0 | 1.7 | x | 10.7 | -10.4 | 8.1 | -24.0 | -2.4
COc1ccc(/C=C/C(=O)OCC(=O)NC2CCCC2)cc1 | 2.8 | 2.6 | -0.9 | -3.7 | 0.2 | 2.8 | 5.1 | -0.3 | -1.1
CN(C)CCNc1nc2sc3c(c2c(=O)n1Cc1ccccc1)CCCCC3 | 16.8 | 5.9 | 6.1 | x | 4.8 | -23.8 | -18.4 | 12.0 | -0.1
O=C(NCc1cc2ccccc2[nH]1)C1CCC(=O)N(CC2CCCCC2)C1 (stereo not given) | 2.3 | 0.5 | 5.3 | x | 0.1 | 18.1 | -0.2 | -5.2 | 2.7
CCN(C[C@H]1N[C@@](CC)(C(=O)OC)[C@H]2C(=O)N(C)C(=O)[C@@H]12)C(=O)Nc1ccccc1 | 0.2 | -0.4 | 0.0 | 1.2 | -2.7 | -17.4 | 3.6 | -15.3 | 0.3
COc1ccc2c(c1)OC[C@H]1[C@H]2N2C(=O)c3cc(Cl)ccc3NC(=O)[C@@]2(C)[C@H]1c1ccccc1 | 2.1 | -1.0 | 10.9 | 6.0 | -8.7 | 3.2 | -7.5 | 35.9* | 6.0
Cc1cccc(OCCCn2c(=O)oc3ccc(C)cc32)c1 | -1.8 | -10.6 | 4.2 | -0.9 | -5.1 | 2.8 | 0.0 | -7.0 | 2.2
CCNC(=O)/C(=C/c1ccc2c(c1)OCO2)NC(=O)c1ccc(Br)cc1 | 1.2 | -7.8 | 1.9 | -7.6 | 11.2 | 0.3 | 1.1 | -10.4 | -1.7
COC(=O)C1=C(CSc2nc3ccccc3o2)NC(=O)NC1c1cc(C)ccc1C (stereo not given) | 0.7 | -4.7 | -3.2 | 5.7 | -0.1 | -25.0 | 9.7 | -4.3 | 3.9
CCOc1ccc(NC(=O)[C@@H](NC(=O)OCc2ccccc2)[C@@H](C)CC)cc1 | -0.3 | -2.0 | -0.3 | 7.6 | 1.8 | 10.9 | -3.6 | 5.7 | -0.3

Source: PubChem BioAssay

Random draw from the library; about 2.9% have a hit in one of these screens.
